# OX1R antagonist = antagonists of human orexin 1 receptor; O43613; CHO/OX1R cells, Fluo-8 calcium fluorescence, orexin A; inhibition, % at 5 µM; actives 0.43% (n = 330,000); AID 434989;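 active means inhibition above its plate's threshold, mean inhibition of all tested compounds on the plate plus 3 SD, cut at about 37% in these data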;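 further: 0% = orexin A challenge wells and 100% = SB-334867-A antagonist wells; not every result past the cut was called active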
# CHT PAM = human CHT allosteric activation. B-score at 10 µM. actives 0.49% (n = 310,000). CHT-expressing cells, membrane potential dye, choline EC20; hits give high values; LV-AA mutant CHT in HEK293 cells. Q9GZV3;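 active means initial fluorescence not abnormally high and integrated response B-score, plate-corrected, over 3 SD above library mean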
# Target sequence (Q9GZV3 whole entry, looked up): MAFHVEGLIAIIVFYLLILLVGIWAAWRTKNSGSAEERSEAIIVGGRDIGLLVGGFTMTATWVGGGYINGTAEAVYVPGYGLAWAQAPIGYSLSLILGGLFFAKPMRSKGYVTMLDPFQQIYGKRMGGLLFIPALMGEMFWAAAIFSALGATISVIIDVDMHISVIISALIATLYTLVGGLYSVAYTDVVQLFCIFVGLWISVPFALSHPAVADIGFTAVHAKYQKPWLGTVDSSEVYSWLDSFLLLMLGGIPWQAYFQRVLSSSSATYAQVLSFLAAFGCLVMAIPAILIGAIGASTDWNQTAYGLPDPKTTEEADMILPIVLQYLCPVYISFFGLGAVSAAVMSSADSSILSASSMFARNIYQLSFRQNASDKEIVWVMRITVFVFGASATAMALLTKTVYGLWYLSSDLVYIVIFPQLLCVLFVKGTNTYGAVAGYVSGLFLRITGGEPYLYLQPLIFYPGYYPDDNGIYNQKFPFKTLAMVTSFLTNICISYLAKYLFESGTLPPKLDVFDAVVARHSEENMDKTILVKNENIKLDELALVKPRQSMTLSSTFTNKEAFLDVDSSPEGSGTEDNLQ
# * = called active by the depositor; i = inactive; · = not tested or not shown. The order is random (roughly 0.83% active in at least one column).
SMILES,OX1R antagonist,CHT PAM
COCCNc1nc2nonc2nc1N(C)Cc1ccc(C)cc1,-39,i
Cc1ccc(NC(=S)N2CCN(S(=O)(=O)c3ccc(F)cc3)CC2)cc1,·,i
Cc1ccc(C(=O)N2CCCC(N3CCN(c4ccccc4C)CC3)C2)c(=O)[nH]1 (configuration not stated),-2,i
Cc1ccccc1C(=O)NCCCNC(=O)c1ccccn1,2,i
CCOc1ccc(CCN2C(=O)c3cccnc3C2=O)cc1OCC,-6,i
O=C(COc1ccc2c3c(c(=O)oc2c1)CCCC3)N1CCN(c2ccccc2)CC1,-24,i
O=C(CN1C(=O)/C(=C/c2cccc(Cl)c2)SC1=S)NC1C=CS(=O)(=O)C1 (configuration not stated),-6,i
Cc1ccc(NC(=O)Cn2cc(S(=O)(=O)c3ccc(F)cc3)c(=O)c3cc(F)ccc32)cc1,1,i
COc1ccc(C(=O)Nc2ccc(N3CCN(C(C)=O)CC3)cc2)cc1[N+](=O)[O-],-7,i
NC(=O)c1ccccc1NC(=O)/C=C/c1cccc(Cl)c1,-12,i
Cc1cc(C2C(=O)C(C(=O)c3ccc(Cl)cc3)C(=O)CC2(C)C)on1 (configuration not stated),-16,i
CC(C)OC(=O)Nc1ccc2c(c1)N(C(=O)N1CCN(C)CC1)c1ccccc1CC2,-20,i
CCCS(=O)(=O)c1nc(S(=O)(=O)c2ccc(C)cc2)c(N2CCc3ccccc3C2)s1,-19,i
S=c1[nH]cc(-c2ccc(Cl)cc2)n1-c1ccccc1,-18,i
Cc1cccc(S(=O)(=O)N2CCN(Cc3ccc4c(c3)OCO4)CC2)c1,-31,i
CCCc1ccc(OCC(O)CN2CCc3ccccc3C2)cc1 (configuration not stated),-44,i
CCOC(=O)N1C(=O)c2cc(OC)ccc2S1(=O)=O,0,i
Cn1cc(C(=O)N/N=C/C2=C(N3CCOCC3)C(=C\c3ccccc3)/CC2)ccc1=O,-25,i
CCOc1ccc(CN(C)c2nc(-c3cccnc3)nc3ccccc23)cc1OC,-29,i
O=C(Nc1ccncc1)C1CC(=O)N(c2ccc(F)cc2)C1 (configuration not stated),-12,i
COc1ccc(CCN2CC(C(=O)NCc3cnn(C(C)C)c3)CCC2=O)cc1 (configuration not stated),-2,i
Cc1ccc(Cn2c(=O)c3cccnc3n(CC(=O)Nc3cccc(C(F)(F)F)c3)c2=O)cc1,-23,i
COc1ccc(CN(CCC#N)CCC2(c3ccccc3)CC(C)N(C)CC2C)cc1OC (configuration not stated),-26,i
CCCCc1nc(Cl)c(C#N)c2c1CCCC2,10,i
Cc1cccc(NC(=O)COC(=O)C2C3CC4OC(=O)C2C4C3)c1C (configuration not stated),-4,i

# Next part
SMILES,OX1R antagonist,CHT PAM
Cc1cc(C)c(-c2cc(NC(=O)COC(=O)c3ccc(CO)cc3)n(-c3ccccc3)n2)cc1C,-1,i
NC(=O)c1ccc(NC(=O)COC(=O)C2CCN(S(=O)(=O)c3cccs3)CC2)cc1,7,·
N#Cc1ccc(CN2CCN(C(=O)c3cc(Cl)c4c(c3)OCCO4)CC2)cc1,-32,·
O=C(c1ccc(C(=O)N2CCCc3ccccc32)s1)N1CCCc2ccccc21,-6,i
CC(C)(C)C(=O)COC(=O)c1c2c(nc3ccccc13)CCC2,-31,i
C[C@H](CO)N1C[C@H](C)[C@@H](CN(C)Cc2ccncc2)Oc2c(NC(=O)c3ccncc3)cccc2C1=O,-1,·
O=C(CSc1nnc2n1CCCCC2)Nc1ccc(N2CCOCC2)cc1,-30,i
C=C(C)Cn1c(N2CCCC2)nc2c1c(=O)[nH]c(=O)n2C,1,i
Cc1ccc(S(=O)(=O)N2CCN(Cc3nnc(-c4c(-c5ccccc5)noc4C)o3)CC2)cc1,-12,·
CCCN1Cc2cccc(C(=O)Nc3ccc(C)cc3)c2C1=O,-24,i
O=C(CSc1nc2ncc(Br)cc2[nH]1)c1cccc([N+](=O)[O-])c1,-31,i
CC(C)NC(=O)CN1C(=O)c2cccc3cccc1c23,-3,i
CC(CN1CCOCC1)OC(=O)Cc1ccc(Cl)cc1 (configuration not stated),0,i
CCOC(=O)c1c(NC(=O)C(C)S(=O)(=O)c2cn(CC)c3ccccc23)sc2c1CCCC2 (configuration not stated),-32,i
CN(C)CCCNC(=O)c1cc(C(=O)Cc2ccc(Cl)cc2)c[nH]1,5,i
O=[N+]([O-])/C(C(Cl)=C(Cl)Cl)=C(\Nc1ccc(F)cc1)n1cncn1,-2,i
CCOC(=O)c1ccc(Nc2c(CC)c(C)nc3ncnn23)cc1,-7,i
CCc1nn(CC(=O)NCCCN(CC)Cc2ccccc2)c(=O)c2cc3sccc3n12,-8,i
CCOc1ccc(C(=O)NNC(=O)CN2C(=O)NC3(CCCC3)C2=O)cc1,-10,·
O=C(COc1ccccc1)Nc1ccc2c(c1)nc1n2CCSC1,-17,i
COC(=O)CN1C(=O)N/C(=C/c2cc3c(cc2OC)OCO3)C1=O,-11,i
O=C(O)c1cccnc1SC1CC(=O)N(c2ccccc2)C1=O (configuration not stated),-7,i
CCc1c(C)sc(NC(=O)c2cc(C3CC3)on2)c1C#N,-20,i
O=C(CN1CCN(c2ccccc2)CC1)N1CCN(c2ccccc2)CC1,-24,i
Cc1noc(C)c1NC(=O)N(C)C[C@H]1Oc2c(NC(=O)C3CCCCC3)cccc2C(=O)N([C@H](C)CO)C[C@@H]1C,-4,·

# The list goes on:
SMILES,OX1R antagonist,CHT PAM
CCOc1ccc(CN2CCN(Cc3[nH]c4ccccc4c3C)CC2CCO)cc1 (configuration not stated),-14,i
Cc1ccc(S(=O)(=O)c2c(C)cc(C)nc2Cl)c(C)c1,-11,i
Cn1ccnc1C(=O)c1cccc([N+](=O)[O-])c1,-18,i
CN(C)C(/C=C/Nc1ccc(F)cc1F)=C(C#N)C#N,-2,i
O=[N+]([O-])c1cc([N+](=O)[O-])c(Oc2cc(Cl)ccc2Cl)cc1NC1CCCCCCC1,11,i
COC(=O)CS(=O)(=O)c1ccsc1C(=O)Nc1ccc(F)c(F)c1,-20,i
O=[N+]([O-])c1ccc(C(O)C[n+]2ccccc2)cc1 (configuration not stated),-19,i
Cc1oc(-c2ccccc2)[n+]([O-])c1C,0,i
Cc1csc2nc(CSc3ccc(Cl)cc3)cn12,-18,i
Cn1c(-c2ccccc2)c(/C=N/NC(=O)c2cccnc2)c2ccccc21,-41,i
Cc1nn(C(C)C(=O)NCCN2CCCCCC2)c(=O)c2nn(-c3ccccc3)c(C)c12 (configuration not stated),3,i
Cc1ccccc1C(=O)N=c1ccn(-c2nc3ccccc3nc2NS(=O)(=O)c2ccccc2)cc1,-12,i
CCN(CC)CCCN1C=C2C(=O)C(C)(OC(=O)CCc3ccccc3)C(=O)C=C2C=C1c1ccc(C#N)cc1 (configuration not stated),-24,i
CCCCNC(=S)N(CCN(CC)CC)Cc1cc2cc3c(cc2[nH]c1=O)OCO3,-22,i
CCN1CCN(C2CCCCC2NS(=O)(=O)c2ccc(Cl)cc2)CC1 (configuration not stated),-13,i
O=C(NCCC(=O)N1CCc2ccccc21)c1ccccc1Cl,-19,i
C[C@@H]1CN(C(=O)c2nc3ccc(Cl)cn3c2CN[C@H]2CCCCNC2=O)C[C@H](C)O1,-8,i
Cc1n[nH]c(=O)c2c(NC(=O)CSc3nc4ccccc4c(=O)n3CCCOC(C)C)oc(C)c12,-34,i
C=CC[C@@H](CC(=O)N[C@H](CO)Cc1ccccc1)C(=O)N[C@H](COC(=O)[C@@H](CC=C)Cc1ccc(F)cc1)Cc1c[nH]c2ccccc12,49,·
CCOC(=O)c1c(C)c(C(=O)NCc2ccccn2)c(C)n1CC,-13,i
O=C(NC1=C(NC2CCS(=O)(=O)C2)C(=O)c2ccccc2C1=O)c1ccccc1 (configuration not stated),-11,i
COc1ccc2nc(NC(=S)NC(=O)c3ccco3)sc2c1,-6,i
O=C(O)C1C2C=CC(C2)C1C(=O)NCc1cccs1 (configuration not stated),-13,i
CCOC(=O)c1ccc2nc(Nc3nc4ccc(F)cc4s3)sc2c1,-9,i
CCOc1ccc(NC(=O)c2ccc(-n3cccn3)nc2)cc1,-11,i

# Later entries
SMILES,OX1R antagonist,CHT PAM
O=C(CSc1nc(C(F)(F)F)cc(=O)[nH]1)N1CCOCC1,0,i
O=C(NCc1ccccc1)C1=C[C@H](c2ccc(Br)cc2)C[C@H](OCCCCO)O1,-29,i
CC(=O)Nc1sc(N/N=C/c2ccc(C)cc2)nc1-c1ccc(C)cc1,-39,i
O=C(Nc1c2c(nn1-c1ccc(F)cc1)CS(=O)C2)c1ccc(S(=O)(=O)N2CCOCC2)cc1 (configuration not stated),-15,i
COc1ccc2c(c1)NC(=O)CC(c1ccccc1)=N2,-6,i
CN(C(=O)CN1C(=O)/C(=C/c2ccccc2F)SC1=S)C1CCS(=O)(=O)C1 (configuration not stated),-11,i
CC(C)CC(O)(c1ccccc1)C(CN1CCOCC1)c1ccccc1 (configuration not stated),-50,i
Cc1cccc(C(=O)NNC(=O)c2ccc(F)cc2)c1,-1,i
COc1ccccc1C(=O)OCCCN=C1NS(=O)(=O)c2ccccc21,-6,i
CCOC(=O)C1=CN(Cc2ccco2)S(=O)(=O)N(CC)C1c1cccc(OC)c1 (configuration not stated),7,·
CC(C)c1ccc(NC(=O)c2ccc(Br)o2)cc1,-8,i
CC(C(=O)O)c1ccc(N2Cc3ccccc3C2=O)cc1 (configuration not stated),-5,i
CCN(CC)CCNC(CC(=O)Nc1ccc(Cl)cc1Cl)C(=O)O (configuration not stated),-8,i
COc1ccccc1NNC(=O)c1cc(C(C)(C)C)nn1Cc1ccccc1,-26,i
Cc1ccc(S(=O)(=O)n2c(CN3CCCC(C)C3)nc3ccccc32)cc1 (configuration not stated),-9,i
CCCn1c(SCC(=O)NCc2ccc(OC)cc2)n[nH]c1=O,-20,i
CC(=O)NCCNC(=O)c1ccc(CSc2ccc(Cl)cc2)cc1,-14,i
CCOC(=O)Cc1csc(N/C(=N/S(=O)(=O)c2ccc(Cl)cc2)c2ccccc2)n1,-22,i
COc1ccccc1N(CC(=O)NCCSCc1cccc(Cl)c1)S(C)(=O)=O,-24,i
O=C(NC1CCN(Cc2ccc3ccccc3c2)CC1)c1ccccc1,-29,i
O=C(COc1ccc(/C=N/NC(=O)c2cccnc2)cc1)Nc1ccccc1,-4,i
CN(C)CCNC(=O)NC(=O)c1ccc(Cl)cc1,12,i
CC(=O)/C(=C\N(C)C)Sc1ccc(Cl)cc1,-8,i
COC(=O)c1cc(NC(=O)/C=C/c2ccc3c(c2)OCO3)cc(C(=O)OC)c1,-11,i
CCCC1CCC(=NNC(=S)NCCc2ccccc2)CC1 (configuration not stated),-33,i

# The list continues.
SMILES,OX1R antagonist,CHT PAM
Cc1ccc(S(=O)(=O)N2CCN(C(=O)c3n[nH]c(=O)c4ccccc34)CC2)cc1,-14,i
Cc1ccc(NC(=O)COc2ccccc2C(=O)NCc2ccccc2)cc1,3,·
Cc1ccc(SCc2c(C(=O)N/N=C/c3ccc4c(c3)OCO4)nnn2-c2nonc2N)cc1,34,i
Cc1sc(=NC(=O)c2ccco2)n(C)c1-c1ccc(F)cc1,-24,i
COc1ccc(NC(=O)N(C)C[C@H]2Oc3ccc(NC(=O)C4CC4)cc3CC(=O)N([C@@H](C)CO)C[C@@H]2C)cc1,-6,·
COc1ccc(CCNC(=O)C(=O)NCC2CCCN2S(=O)(=O)c2ccccc2)cc1 (configuration not stated),5,i
O=S(=O)(c1cccs1)N1CN(C2CCCC2)c2nc3ccccc3nc21,-29,i
O=S(=O)(c1cccs1)N1CN(CC2CCCO2)c2nc3ccccc3nc21 (configuration not stated),-26,i
C[C@H](CO)N1C[C@H](C)[C@@H](CN(C)C(=O)NC2CCCCC2)Oc2ccc(NC(=O)C3CCCCC3)cc2C1=O,5,·
Fc1cc2ncn(Cc3ccccc3)c2cc1F,-18,i
CCOc1ccc2nc(C)cc(Nc3cccc([N+](=O)[O-])c3)c2c1,-4,i
COc1ccccc1Nc1ncnc2c1c(C)c(C)n2CCO,·,i
